KLF5 inh = KLF5 expression inhibitors, primary screen, DLD-1 cells, luminescence. AID 1700, 2009. inhibition, % at 5 µM. hit rate 0.23% among 290,000. DLD-1 KLF5 promoter-luciferase reporter;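 active = inhibition above a per-plate limit of that plate's mean compound inhibition plus 3 SD, cut at about 60% in these data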;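 also: 0% = DMSO wells and 100% = LY294002 at 200 µM; higher means less KLF5 promoter-driven luciferase light; inactives centre near -14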
HIF act = HIF pathway transcriptional activators, primary screen, cell-based, U2OS HRE-luciferase, luminescence; U2OS HRE-luciferase reporter; normalized: DMSO 0%, desferrioxamine 100%; activation, % at 7.5 µM (by protocol); hit rate 0.32% among 300,000; AID 1910, 2009;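 active = mean activation of at least 10% of the iron chelator positive control signal, with at least half of replicates also reaching 10%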
TRPC4 potent = positive allosteric modulators of TRPC4, primary screen, cell-based, mouse TRPC4beta, HEK293 mu-opioid, Fluo-4 calcium; Short transient receptor potential channel 4 (Mus musculus), Q9QUQ5; DAMGO EC20, Fluo-4 Ca2+ flux; hits give high values; B-score at 10 µM; hit rate 0.42% among 310,000; AID 2227, 2009;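 active = B-score of calcium response area above 5 SD of library B-scores, with initial fluorescence ratio within 5 SD of library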;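 also: B-score of integrated fluorescence ratio over time as area under calcium response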
aSyn UTR inh = MLPCN primary screen, SNCA 5' untranslated region; hit rate 0.82% among 300,000; alpha-synuclein 5'UTR reporter, inhibitor activity; AID 1813, 2009; inhibition, % (tested at 7.5 µM); in the data active = inhibition above about 60%;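 also: H4 neuroglioblastoma cells stably carrying SNCA 5'UTR luciferase fusion; 0% = DMSO wells and 100% = positive control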
TRPC4 inh = inhibitors of mouse TRPC4 channel, primary screen, Fluo4 calcium, HEK293 TRPC4beta/mu-opioid cells. hit rate 0.39% among 300,000. AID 2247, 2010. Short transient receptor potential channel 4 (Mus musculus), Q9QUQ5. B-score at 10 µM. DAMGO-evoked Fluo4 calcium flux; hits give low values;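 active = B-score over 3 SD under the library average, no early fluorescence shift, positive overall ratio signal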
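Test system – stable TRPC4beta/mu-opioid receptor HEK293 cells · Probe or stimulus – DAMGO, a submaximal dose followed by a maximal one · Dosing – one concentration per compound · Signal – Fluo4 calcium fluorescence by kinetic imaging, 5 s 1 Hz baseline · Evaluation – per-well B score of integrated baseline-normalized Fluo4 ratio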
TRPC6 act = mouse TRPC6 channel activators, primary screen, cell-based, HEK293, membrane potential dye | B-score at 10 µM | hit rate 0.13% among 310,000 | HEK293-TRPC6 membrane potential dye fluorescence; hits give high values | Short transient receptor potential channel 6 (Mus musculus), Q61143 | AID 2550, 2010;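 active = B-score of the integrated fluorescence ratio above library mean plus 3 SD, and starting fluorescence ratio within library mean plus 5 SD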;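 also: higher score means more depolarization so channel activation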
SKKanGAS inh = S. pyogenes SKKanGAS growth inhibitors in kanamycin, primary screen, streptokinase expression inhibitor project, SKKanGAS strain, BacTiter-Glo luminescence | 6 h | inhibition, % at 7.5 µM | hit rate 1.3% among 300,000;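 active = mean replicate score, as percent of positive control median, at least 50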;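 also: strain carries kanamycin resistance gene driven by streptokinase promoter and grows in 40 µg/ml kanamycin; loss of luminescence reflects streptokinase promoter inhibition or plain growth inhibition; 0% = median of DMSO wells and 100% = positive control at its reference dose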
TRPC6 inh = mouse TRPC6 channel inhibitors, primary screen, cell-based, HEK293, membrane potential dye; Short transient receptor potential channel 6 (Mus musculus), Q61143; ACh-evoked depolarization; hits give low values; B-score at 10 µM; hit rate 1.1% among 310,000;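 active = B-score under library mean minus 3 SD, initial fluorescence not abnormally high, positive integrated signal ratio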;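 also: B-score derived from integrated fluorescence ratio over the kinetic read; more negative B-score means stronger inhibition of depolarization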
MrgX1 antagonist = antagonists of human MrgX1 receptor, primary screen, HEK293 cells, Fluo-4 calcium flux; Mas-related G-protein coupled receptor member X1 (Homo sapiens), Q96LB2; BAM8-22 antagonism; hits give low values; B-score at 10 µM; hit rate 1.3% among 310,000;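 active = calcium-response B-score plate-corrected more than 3 library SD below zero, starting fluorescence within 5 deviations, no agonist response on first addition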;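 also: peak minus trough fluorescence over baseline after final BAM8-22 challenge near maximal dose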
Target sequence (Q96LB2 whole entry, looked up): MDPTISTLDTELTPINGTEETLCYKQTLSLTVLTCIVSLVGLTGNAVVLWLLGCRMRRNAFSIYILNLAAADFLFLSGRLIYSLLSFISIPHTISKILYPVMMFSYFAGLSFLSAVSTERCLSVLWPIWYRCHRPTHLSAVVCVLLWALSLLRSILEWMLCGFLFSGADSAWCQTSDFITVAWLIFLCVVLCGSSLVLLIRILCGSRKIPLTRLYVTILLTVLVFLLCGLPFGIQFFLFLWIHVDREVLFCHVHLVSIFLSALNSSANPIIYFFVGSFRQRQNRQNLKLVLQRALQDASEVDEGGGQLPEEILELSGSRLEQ
IEC-6 cytotox = cytotoxicity in IEC-6 intestinal epithelial cells, primary screen, cytotoxicity control for KLF5 inhibitor project, cell-based, luminescence | IEC-6 cytotoxicity, luminescence viability | inhibition, % at 5 µM | hit rate 0.78% among 290,000; in the data active = inhibition above about 22%;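 also: 0% = plate median of test compound wells and 100% = cytotoxic reference compound wells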
TRPC4 agonist = activators of mouse TRPC4 channel, primary screen, Fluo4 calcium, HEK293 TRPC4beta/mu-opioid cells | Fluo4 calcium fluorescence; hits give high values | B-score at 10 µM | hit rate 0.49% among 310,000 | AID 2237, 2010;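 active = B-score above 5 SD of library B-scores, and initial fluorescence ratio not above library mean plus 5 SD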;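 also: positive B-score marks a calcium rise read as TRPC4 activation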
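system = HEK293 cells stably co-expressing mouse TRPC4beta and mu-opioid receptor | schedule = Fluo4 dye loading 45 min at room temperature, 110 s recording | measure = B-scored integrated calcium fluorescence ratio | signal = Fluo4 calcium-sensitive dye fluorescence, kinetic, 1 Hz baseline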
* = called active by the depositor; i = inactive; nt = no result given.

SMILES	KLF5 inh	HIF act	TRPC4 potent	aSyn UTR inh	TRPC4 inh	TRPC6 act	SKKanGAS inh	TRPC6 inh	MrgX1 antagonist	IEC-6 cytotox	TRPC4 agonist
Cc1nnnn1-c1ccc(CC(=O)O)cc1	-7	0.3	i	-1	i	i	-4	i	-7.1*	-2	i
O=C1CSC(c2cccc([N+](=O)[O-])c2)N1c1c(F)cccc1F (stereo unspecified)	19	1.2	i	-3	i	i	6	i	i	6	i
CCOc1ccc(NC(=O)C2CC(=O)N(c3ccc4c(c3)OCCO4)C2)cc1OCC (stereo unspecified)	nt	1.1	i	16	i	i	4	i	i	nt	i
C=CCN(CC=C)S(=O)(=O)c1ccc2nc(NC(=O)C3CCCO3)sc2c1 (stereo unspecified)	-14	1.1	i	-89	i	i	-21	i	i	-7	i
CCc1nc(N2CCOCC2)c(C#N)c2c1COC(C)(C)C2	9	-0.4	i	26	i	i	1	i	i	-6	i
CC(C)c1cc(NC(=O)c2ccccc2)cc(C(C)C)c1O	-12	0.2	i	26	i	i	4	i	i	6	i
Cc1ccc(C)c(N(CC(=O)NC2CCCC2)C(=O)CNC(=O)c2cccs2)c1	-20	2.5	i	4	i	i	-2	i	i	-1	i
Cc1cc(C)cc(NC(=O)c2nnn(Cc3cc(C)ccc3C)c2N)c1	9	0.0	17*	50	i	i	27	i	i	2	i
CN(C)CCCN1C(=O)c2cccc3cccc(c23)C1=O	-5	1.5	i	-42	i	i	0	i	i	2	i
CC1=CCC(C(=O)O)(C(=O)N/N=C/c2cccs2)C(c2ccc(F)cc2)C1 (stereo unspecified)	-24	0.0	i	-12	i	i	5	i	i	-7	i
O=C(c1cc(-c2cccc(Cl)c2)on1)N1CCCC1	-114	1.1	i	-182	i	i	-1	i	i	1	i
N#CCCCSc1nnc(-c2ccccn2)o1	-26	1.5	i	-61	i	i	-1	i	i	8	i
COc1ccc(/C=C/C(=O)c2c(C)nc3ccccn23)cc1	-100	2.4	i	-308	i	i	51*	i	i	-4	i
Cc1ccc(S(=O)(=O)N2CCN(C(=O)C3CC3C)CC2)c(C)c1 (stereo unspecified)	nt	0.5	i	8	i	i	-4	i	i	nt	i
COc1ccc(C2CC(c3cccs3)=NN2S(C)(=O)=O)cc1 (stereo unspecified)	-51	1.2	i	-85	i	i	0	i	i	-1	i
CCOC(=O)/C=C1\SCC(=O)N1CC(=O)NC(C)c1ccccc1 (stereo unspecified)	-32	-0.3	i	15	i	i	-2	i	i	1	i
N#Cc1c(SCC(=O)Nc2nc3ccc(Br)cc3s2)sc2c(O)cc(=O)[nH]c12	-14	0.1	i	1	i	i	34	i	i	1	i
CC(NC(=O)c1ccccc1F)C12CC3CC(CC(C3)C1)C2 (stereo unspecified)	nt	-0.3	i	21	i	i	7	i	i	nt	i
COc1ccc(S(=O)(=O)CCc2nnc(NC(=O)c3ccc(F)cc3)s2)cc1	-6	-0.2	i	-12	i	i	-2	i	i	-2	i
CCOc1cc(/C=C/c2cccc[n+]2C)ccc1O	-6	1.4	i	11	i	i	-1	i	i	0	i
Cc1cc(C(=O)Nc2nc(C)c(C(=O)N(C)C)s2)ccc1[N+](=O)[O-]	-204	-1.0	i	19	i	i	2	i	i	7	i
O=C(CC1(O)C(=O)Nc2ccccc21)c1ccccc1 (stereo unspecified)	10	-0.1	i	-6	i	i	-3	i	i	6	i
CCN(CC(=O)Nc1ccccc1C(F)(F)F)C(=O)c1cc2c(s1)CCCCC2	nt	0.9	i	-2	i	i	17	i	i	nt	i
C/C(=N\NC(=O)c1ccc(O)cc1)c1cc2ccccc2o1	2	1.1	i	-98	i	i	-7	i	i	-5	i
Cc1cccc2c1N1C(=O)c3c(C(=O)O)cccc3C1CC2C (stereo unspecified)	-18	-0.9	i	3	i	i	16	i	i	-2	i
CCCCC(=O)Nc1sc(C(=O)N(CC)CC)c(C)c1C(=O)OC	-33	0.0	i	5	i	i	-2	i	i	-8	i
Cc1noc(C)c1C(=O)NC(C)C12CC3CC(CC(C3)C1)C2 (stereo unspecified)	14	0.1	i	11	i	i	-5	i	i	-1	i
COc1cc(OC)cc(-c2nc3nc(C)c(CCC(=O)NCc4ccco4)c(C)n3n2)c1	-11	-0.3	i	15	i	i	10	i	i	-1	i
CC(C)(C)c1csc(NC(=O)c2ccc3nccnc3c2)n1	-64	2.1	i	-178	i	i	2	i	i	-5	i
Cc1cccc(S(=O)(=O)NNC(=O)c2cc(-c3ccc(F)cc3)nc3ccccc23)c1	26	-0.6	i	16	i	i	14	i	i	1	i
CN(C)/C=N/c1nccc(-c2cccs2)n1	-16	-0.4	i	-16	i	i	-1	i	i	-2	i
O=C(COc1ccc([N+](=O)[O-])cc1)NNC(=O)Nc1ccccc1F	-10	-0.4	i	15	i	i	-3	i	i	6	i
O=C(NC1CC1)c1sc2ccccc2c1Cl	-11	0.7	i	-51	i	i	2	i	i	0	i
Cc1noc(C)c1S(=O)(=O)N1CCC(C(=O)N2CCN(c3ccc(F)cc3)CC2)CC1	-15	-24	i	-9	i	i	-10	i	i	4	i
Cc1noc(C)c1S(=O)(=O)N(CC(=O)N1CCc2ccccc21)c1ccc(C(C)C)cc1	-13	nt	i	21	i	i	6	i	i	10	i
COc1cccc(NC(=O)CSc2nnc(C)s2)c1	4	-0.5	i	23	i	i	-5	i	i	-3	i
O=C(CCN1C(=O)C2C3CCC(C3)C2C1=O)Nc1ccccc1C(F)(F)F (stereo unspecified)	-15	-0.2	i	-9	i	i	1	i	i	10	i
CNC(=S)Nc1cccc(-c2cnc3ccccc3n2)c1	-112	1.9	i	-144	i	i	1	i	i	2	i
CC1(C)Cc2c(ccc3ccccc23)C(c2cc3ccccc3oc2=O)=N1	-23	-0.4	i	38	i	i	3	i	i	7	i
COC(=O)c1scc(C)c1NC(=O)/C=C/C(=O)O	-18	-0.6	i	-11	i	i	-4	i	i	2	i
CC12CCC(C/C1=N\OC(=O)c1ccc(F)cc1)C2(C)C (stereo unspecified)	-42	0.0	i	-12	i	i	1	i	i	3	i
COc1ccc(CCC(=O)NCCNC(=O)CCc2ccc(OC)cc2)cc1	-31	-1.3	i	8	i	i	-3	i	i	-5	i
COc1ccccc1NS(=O)(=O)c1ccc2oc(SC3CCOC3=O)nc2c1 (stereo unspecified)	-28	0.0	i	6	i	i	3	i	i	1	i
O=C(NCc1ccc2c(c1)OCO2)c1sccc1Br	-56	0.4	i	-11	i	i	-1	i	i	-5	i
Fc1ccc(NC(=S)NC2CC3CCC(C2)N3Cc2ccco2)cc1 (stereo unspecified)	-4	0.1	i	-17	i	i	7	i	i	-3	i
COc1ccc(N2CCN(c3nc(Cl)nc(N4CCOCC4)n3)CC2)cc1	-23	-0.4	i	11	i	i	-4	i	i	-3	i
CCOC(=O)C1(Cc2cccc(OC)c2)CCN(Cc2ccc3c(c2)OCCO3)CC1	-28	-0.5	i	-7	i	i	2	i	i	3	56*
Cc1cc(C)nc(Nc2n[nH]c(-c3ccccc3Cl)n2)n1	-40	4.2	i	-141	i	i	10	i	i	1	i
Cc1ccc(C)c2nc(Cl)c(C3NC(=O)c4ccccc4N3)cc12 (stereo unspecified)	-12	2.2	15*	12	i	i	8	i	i	9	i
O=C(Nc1ccccc1)OCc1cc(-c2ccc(Cl)cc2)on1	-1	0.3	i	-4	i	i	-14	i	i	-2	i

TRPC4 agonist: hit marks shown above
| smiles | KLF5 inh | TRPC4 potent | aSyn UTR inh | TRPC6 act | MrgX1 antagonist | TRPC4 agonist |
| --- | --- | --- | --- | --- | --- | --- |
| CCOC(=O)C1(Cc2cccc(OC)c2)CCN(Cc2ccc3c(c2)OCCO3)CC1 | -28 | i | -7 | i | i | 56* |

Following part
SMILES	KLF5 inh	HIF act	TRPC4 potent	aSyn UTR inh	TRPC4 inh	TRPC6 act	SKKanGAS inh	TRPC6 inh	MrgX1 antagonist	IEC-6 cytotox	TRPC4 agonist
CCCCc1ccc(S(=O)(=O)NCCc2ccncc2)cc1	-22	0.2	i	5	i	i	-46	i	i	7	i
Clc1ccc(-n2nnnc2CN2CCOCC2)cc1	-9	-0.3	i	6	i	i	0	i	i	-6	i
COc1ccc(NC(=O)/C(C#N)=C\c2ccc(-c3cc(C(=O)O)ccc3C)o2)cc1	-40	-1.3	i	1	i	i	32	i	i	-5	i
O=C(c1cccc(NS(=O)(=O)c2ccccc2)c1)N1CCCCC1	nt	-0.4	i	-34	i	i	-15	i	i	nt	i
Cc1ccc(S(=O)(=O)CCC(=O)Nc2nnc(CC(C)C)s2)cc1	nt	0.0	i	-17	i	i	16	i	i	nt	i
Cc1ccc(SC(C)C(=O)Nc2cccc(N(C)S(C)(=O)=O)c2)cc1 (stereo unspecified)	-10	0.3	i	20	i	i	-2	i	i	-6	i
COc1cccc(N(C(=O)CNC(=O)c2ccco2)C(C(=O)NC2CCCC2)c2cccnc2)c1 (stereo unspecified)	-14	0.2	i	13	i	i	-1	i	i	-5	i
Cc1ccc(-n2c(CNc3cccc(Cl)c3)n[nH]c2=S)cc1	-46	0.6	i	7	i	i	0	i	i	0	i
CC(OC(=O)c1ccc(O)cc1)C(=O)Nc1cc(C(F)(F)F)ccc1Cl (stereo unspecified)	2	0.1	i	14	i	i	-3	i	i	0	i
O=[N+]([O-])c1cccc(C(=Nc2cccc(Cl)c2)NO)c1	21	0.1	i	-1	i	i	5	-8.8*	i	7	i

Results in TRPC6 inh and TRPC4 agonist, for 2 of the compounds above:
canonical_smiles,TRPC6 inh,TRPC4 agonist
Cc1nnnn1-c1ccc(CC(=O)O)cc1,i,i
CCN(CC(=O)Nc1ccccc1C(F)(F)F)C(=O)c1cc2c(s1)CCCCC2,i,i

Screens from PubChem.
